Bioassay records from PubChem BioAssay.
Pf growth 48h – P. falciparum growth inhibition at 48 hours (one generation) | Potency, µM (highest dose often 28.7 µM), for inactives: at the top dose activity change, negative = inhibition, actives largely listed as inhibitors | AID 504832 | P. falciparum luciferase growth in erythrocytes, 48 h | hit rate 5.9% among 310,000
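Read-out is firefly luciferase luminescence from an integrated reporter in P. falciparum, so falling signal marks reduced parasite growth. Infected erythrocytes were at 2% hematocrit and 0.1% parasitemia (final) in Albumax-supplemented RPMI 1640.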
TbPYK inhibitor – inhibitors of Trypanosoma brucei pyruvate kinase. Q57TT1. TbPYK enzyme, Kinase-Glo Plus ATP luminescence, 45 min. Potency, µM (top dose mostly 76.8 µM), without a hit: at the highest dose activity, negative = inhibition, usual class: inhibitors. hit rate 0.12% among 410,000. AID 624173; also: nearly all actives have a fitted effect of over 50% in size
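Glycolytic pyruvate kinase of T. brucei was incubated with substrate, test compound and 130 uM ADP for 45 minutes at room temperature. Luminescent Kinase-Glo Plus signal was measured after 10 minutes.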
HCV inh – blocks hepatitis C virus | AID 651820 | hit rate 3.4% among 340,000 | Potency, µM (top dose mostly 41.8 µM), inactives show top-dose activity change, negative = inhibition, actives largely listed as inhibitors | Huh7.5.1 HCVcc-Cre infection, luciferase reporter, 44 h
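Seed cells (1,000/well) for 4 h; treat with compound and infect with HCVcc-Cre, moi about 0.5. Incubate 44 h, then detect luciferase activity.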
LmPK inhibitor – inhibitors of Leishmania mexicana pyruvate kinase | Q27686 | purified LmPK, Kinase-Glo ATP luminescence, 1 h | Potency, µM (highest dose often 57.5 µM), inactives show at the top dose activity change, negative = inhibition, hits mostly inhibitors | hit rate 0.37% among 290,000 | AID 1721
Target sequence (Q27686 whole entry, looked up): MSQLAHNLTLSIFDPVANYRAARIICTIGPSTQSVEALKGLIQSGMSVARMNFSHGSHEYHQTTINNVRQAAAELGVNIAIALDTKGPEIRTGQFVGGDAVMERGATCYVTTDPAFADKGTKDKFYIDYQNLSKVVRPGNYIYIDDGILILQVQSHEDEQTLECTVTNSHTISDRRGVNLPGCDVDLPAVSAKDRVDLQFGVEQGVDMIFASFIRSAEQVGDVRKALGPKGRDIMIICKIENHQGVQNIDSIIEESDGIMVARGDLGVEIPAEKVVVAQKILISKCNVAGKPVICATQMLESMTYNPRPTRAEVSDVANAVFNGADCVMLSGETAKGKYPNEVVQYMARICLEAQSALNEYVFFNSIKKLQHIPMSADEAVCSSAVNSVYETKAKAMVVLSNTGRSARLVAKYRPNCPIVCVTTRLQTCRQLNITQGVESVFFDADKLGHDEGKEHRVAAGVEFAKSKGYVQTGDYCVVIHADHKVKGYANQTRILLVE
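0.1 nM LmPK, 0.5 mM PEP, 0.1 mM ADP; 50 mM imidazole pH 7.2, 7 mM MgCl2, 50 mM KCl; 1 h RT. Kinase-Glo luminescence readout, normalized to no-enzyme (full inhibition) and uninhibited wells.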
Sm TGR block – inhibitors of Schistosoma mansoni thioredoxin glutathione reductase; Potency, µM (highest dose often 114 µM), without a hit: top-dose activity change, negative = inhibition, most hits filed as inhibitors; hit rate 3% among 360,000; purified TGR, DTNB reduction, TNB absorbance 405 nm; Q962Y6; also: nearly all actives have a fitted effect of over 60% in size
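First, TGR (20 nM dispensed) and NADPH were mixed with compound. Second, a 15 min room-temperature incubation followed. Third, further NADPH and then DTNB were added to start the reaction. Finally, TNB absorbance was monitored kinetically.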
Pf growth 96h – inhibits malaria parasite growth, 96 h | P. falciparum luciferase reporter growth, 96 h | Potency, µM (titrated, usually from 28.7 µM), inactives show top-dose activity change, negative = inhibition, hits mostly inhibitors | hit rate 6.9% among 320,000 | AID 504834
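Two-generation exposure (96 h) targets delayed-death phenotype. Reporter parasites carrying integrated firefly luciferase, in red cells at 2% hematocrit and 0.05% parasitemia final, kept at 37 C, 5% CO2; luminescence loss indicates inhibition.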
An asterisk follows results filed as active; ? = inconclusive; / = no result given; & = joins results of further samples; [ ] = remark or other dose. Calls follow the shape of the dose curve; as a rule, active = well fitted curve in the direction sought with a large enough effect; inconclusive = small, poorly fitted or top-dose-only effect, or another doubt; inactive = no such curve, though single readings can be large; an effect the other way counts as inactive or inconclusive. % is scaled to controls: 0 for no effect and ±100 for the full control effect; potency is read from the fitted curve at half-maximal effect.

Each structure is followed by: Pf growth 48h | TbPYK inhibitor | HCV inh | LmPK inhibitor | Sm TGR block | Pf growth 96h
- O=C(CN(C(=O)c1csnn1)c1ccc(Br)cc1)NC1CCCCC1
 : -9% | 3% | 6% | -8% | 3% | 19%
- Nc1c(Br)c(=O)[nH]c(=O)n1-c1ccccc1
 : 2% | -1% | -2% | 1% | 1% | 30%
- O=C(Nc1ccc(F)cc1)C(c1ccccc1)N1CCN(CC(=O)N2CCOCC2)CC1 (centres undefined)
 : 7% | 0% | 16% | / | -31% | 1%
- Cc1cc(C)nc(NCC(O)CNc2ccccc2Cl)n1 (centres undefined)
 : 0% | -4% | ? | 1% | -3% | 24%
- CCC1CCc2sc(C(=O)NNC(=O)c3ccncc3)cc2C1 (centres undefined)
 : -6% | 3% | 4% | / | 8% | 3%
- CCCCn1c(O)c(/C=C2/C=CC=N2)c(=O)[nH]c1=O
 : 7% | -7% | 1% | 4% | 97%[activator] | 77%[activator]
- CN(C)c1ccc(/C=C(\C#N)c2ccccn2)cc1
 : -23% | ? | ? | 10µM* | -13% | -2%
- CCC(CC)C(=O)N1CCN(Cc2nc3ccccc3c(=O)[nH]2)CC1
 : 19% | 4% | 10% | 0% | 9% | ?
- Cc1ccc(S(=O)(=O)Nc2nc(C)cc(NN)n2)cc1
 : 150%[activator] | 6% | -13% | 1% | 4% | 18%
- COc1cccc(Nc2nc3ccc(OC)cc3s2)c1
 : 473%[activator] | -1% | ? | -8% | 2% | 82%[activator]
- Cc1nc([N+](=O)[O-])cn1C(C)C
 : ? | 2% | 13% | -7% | 2% | ?
- O=C(CSc1nc(-c2ccccc2)cc(C(F)(F)F)n1)NCc1cccs1
 : 0% | 18% | 0% | -1% | 8% | -11%
- Cc1ccc2sc(-c3ccc(NC(=O)c4cc(-n5cnnc5)ccc4Cl)cc3)nc2c1
 : -95% | 16% | 0.89µM* | -8% | 0% | ?
- CCN1CCSc2ccc(C(=O)NCc3ccccc3F)cc21
 : ? | -6% | ? | -3% | -25% | -1%
- COc1ccc(NC(=O)CC(C)n2ccnc2)cc1 (centres undefined)
 : 16% | 1% | 4% | -3% | 8% | 159%[activator]
- Cn1nccc1/C=N\NC(=O)c1ccc(Cl)cc1
 : 15% | 0% | 1% | -9% | 3% | 18%
- O=C(CSc1nc2c(sc3ccccc32)c(=O)n1-c1ccccc1)NCc1ccco1
 : ? | -13% | 0% | 1% | ? | -10%
- CCN1C(=O)[C@@H]2[C@@H](c3ccc(-c4ccc(OC)cc4)cc3)N3CCC[C@@]3(C(=O)OC)[C@@H]2C1=O
 : 9.3µM* | 2% | ? | / | -29% | 12µM*
- COC(=O)c1ccc2nc(NC(=O)C(C)(C)C)sc2c1
 : 64%[activator] | -3% | ? | 2%[11.5 µM] | 20% | 124%[activator]
- Cc1ccc(C)c(Cc2c(C)nc(C)[nH]c2=O)c1
 : 4% | -1% | 13% | -2% | -2% | ?
- COc1ccc(-c2ncccc2OC(=O)C23CC4CC(CC(C4)C2)C3)cc1
 : 14% | 5% | 1% | 2% | -1% | ?
- CC1CCN(C(=O)c2cc3nc(-c4ccccc4)cc(-c4ccccc4)n3n2)CC1
 : / | 0% | ? | 10% | -3% | 6.6µM*
- COc1ccc(NC(=O)C/C(C)=N/NC(=O)CCc2ccccc2)c(OC)c1
 : -5% | -4% | 12% | -2% | -6% | 50%[activator]
- COc1ccc(Cl)cc1NC(=O)CN(C)S(=O)(=O)c1cccs1
 : 3% | 0% | ? | 1% | -1% | -23%
- N#CC1=C(N)N(c2ccc(F)cc2)C(=O)C1
 : ? | -5% | 8% | -5% | -19% | ?
- CNCCOc1ccccc1OC(C)C
 : -4% | -1% | 3% | 3% | ? | 10µM*
- CCCCN1C(=O)/C(=C\c2ccco2)C(=O)N(CCc2ccccc2)C1=O
 : -17% | -14% | 5% | 3% | -1% | 36%[activator]
- CC(C)(C)n1nnnc1C(c1ccc(Cl)cc1)N1CCSCC1 (centres undefined)
 : ? | 2% | 5% | 2% | 0% | /
- Cc1cc(C)n(-c2nc3ccccc3c(=O)n2OCCOc2ccccc2)n1
 : ? | -16% | 9% | 8% | -7% | -47%
- CC(=O)Nc1ccc(OCCOCCOc2ccc(NC(C)=O)cc2)cc1
 : 5% | -9% | / | / | / | -6%
- CC(C)CCOCC1CC2(CC(C)(c3csc(N)n3)OC2=O)C(=O)O1 (centres undefined)
 : 9% | -7% | 24% | 1% | 0% | /
- Clc1ccc(-n2cccc2/C=N/n2cnnc2)cc1
 : / | 8% | -11% | 2% | 3% | 34%[activator]
- CN(C)S(=O)(=O)N1CCN(C(=O)N(c2ccccc2)c2ccccc2)CC1
 : -11% | 0% | 19% | -4% | 10% | -15%
- COc1cc2c(cc1OC)CN(Cc1cc(OC)c(O)c(OC)c1)CC2
 : -2% | 1% | 7% | -1% | 8.9µM* | ?
- COc1cc(-n2nnnc2SCC(=O)N2CCN(c3ccc(F)cc3)CC2)c(OC)cc1Cl
 : 15µM* | 1% | 11µM* | 0% | 4% | /
- CN(C(=O)COC(=O)COc1ccc(Cl)cc1Cl)c1c(N)n(Cc2ccccc2)c(=O)[nH]c1=O
 : ? | 1% | 9% | / | 1% | 17%
- CC(=O)C1=C(C)NC(SCc2cccc3ccccc23)=C(C#N)C1c1ccco1 (centres undefined)
 : 10µM* | -30% | ? | 3% | -17% | 2.9µM*
- CC(C)CC(NC(=O)OC(C)(C)C)C(=O)NC(C(=O)NC(C)C(N)=O)C(C)C (centres undefined)
 : -10% | 1% | 0% | 3% | 0% | -3%
- COC(=O)c1ccccc1NC(=O)CCc1ccccc1
 : 15% | 0% | 2% | -5% | -3% | 12%
- COc1ccc(C2/C=C\CN(C(=O)c3ccc(C)cc3)CC(=O)N2Cc2ccc(F)cc2)cc1 (centres undefined)
 : ? | 3% | -6% | -2% | 2% | ?
- COc1ccc(C(=O)N/C(=C\c2cccs2)C(=O)N2CCN(C)CC2)cc1OC
 : -5% | 2% | 1% | -3% | -3% | -1%
- C=CCn1cccc(C(=O)Nc2cc(OC)c(OC)c(OC)c2)c1=O
 : ? | -2% | ? | -3% | -12% | ?
- CCC(=O)N1CCN(c2ccc(Cl)cc2NC(=O)c2ccc(N3CCCC3)c([N+](=O)[O-])c2)CC1
 : ? | -4% | ? | 5% | -23% | 1.9µM*
- COc1cc(NC(=O)c2cccc(Cl)c2)c(OC)cc1NC(=O)CN1CCCCC1
 : -15% | 7% | 35µM* | -6% | 1% | -20%
- COc1cc(/C=N\NC(=O)C2CC3C=CC2C3)ccc1O (centres undefined)
 : 27% | -2% | 1% | 0% | -10% | -5%
- CCCCN(CC)CCCNC(=O)c1cc2c(=O)[nH]c3ccccc3c2s1
 : ? | 1%&1% | ? | 9% | 45µM* | ?
- COc1ccccc1C(=O)NCC(=O)N/N=C/c1ccncc1
 : 25% | 6% | -1% | 1% | / | 13%
- CCOC(=O)c1c(C)[nH]c(NC(=O)Nc2ccc(NC(C)=O)cc2)c1C
 : -6% | -6% | 3% | -7% | ? | ?
- O=C(NCCOC(=O)c1ccc(S(=O)(=O)N2CCOCC2)cc1)c1cccnc1
 : 1% | 4% | -17%&5% | -2% | 9% | 2.3µM*
- Cc1occc1-c1nnc(SCC(=O)NCCc2ccccc2)n1C(C)c1ccccc1 (centres undefined)
 : ? | 4% | -22% | 0% | -7% | 8.3µM*
- COc1ccc(CN2CCC(n3nccc3NC(=O)C3CCCC3)CC2)c(OC)c1
 : ? | 4% | -15% | -4% | 4% | 5%
- Cc1nc(CS(=O)(=O)c2ccc(Cl)cc2)sc1C(=O)O
 : 55%[activator] | -7% | 16% | -1% | 9% | 0%
- COc1cc(OC)cc(C(=O)N[C@H](C(=O)Nc2ccccc2N2CCOCC2)C(C)C)c1
 : / | 2% | ? | 7% | -2% | 8.3µM*
- N#CCCn1cc(C(=O)Nc2ccc(C(=O)O)cc2)c(-c2cccs2)n1
 : 4% | ? | 7% | 0% | 6% | -3%
- O=C(NCCS(=O)(=O)N1CCCCC1)c1ccccc1
 : -9% | -5% | 5% | / | 5% | 31%[activator]
- COCCN(C(=O)COC(=O)CCc1ccccc1)c1c(N)n(Cc2ccccc2)c(=O)[nH]c1=O
 : -5% | -6% | -21% | / | -2% | -3%
- Cc1cc(C)n(C(=O)Cn2nc([N+](=O)[O-])c(Br)c2C)n1
 : -6% | 2% | -1% | -4% | 3% | -39%
- COC(=O)[C@@]1(Cc2ccc(F)cc2)[C@H]2c3cc(C(=O)N(C)C)[nH]c3C[C@H]2CN1C(=O)c1ccccc1
 : 13µM* | 0% | 3% | -2% | -16% | 13µM*
- COc1cc(C2CC(=O)NC3=C2C(=O)CC(C)(C)C3)ccc1O (centres undefined)
 : 1% | 6% | 19%&10% | 7% | -3% | -15%
- O=C(CCC(=O)N1CCOc2ccc(Cl)cc21)NCCCN1CCN(c2ccccc2F)CC1
 : ? | 0% | ? | 4% | -6% | -23%

Compound profiles, from the list above.
O=C(NCCS(=O)(=O)N1CCCCC1)c1ccccc1 across the screens: Pf growth 48h = -9%; TbPYK inhibitor = -5%; HCV inh = 5%; LmPK inhibitor = /; Sm TGR block = 5%; Pf growth 96h = 31%[activator]
COc1ccc(C(=O)N/C(=C\c2cccs2)C(=O)N2CCN(C)CC2)cc1OC across the screens: Pf growth 48h = -5%; TbPYK inhibitor = 2%; HCV inh = 1%; LmPK inhibitor = -3%; Sm TGR block = -3%; Pf growth 96h = -1%

Following part
molecule | Pf growth 48h | TbPYK inhibitor | HCV inh | LmPK inhibitor | Sm TGR block | Pf growth 96h
O=C(NCCCNCc1ccccc1)/C(=N\O)c1ccccc1 | 18% | 3% | 8% | 4% | ? | -3%
O=C(c1cc(-c2ccc(Cl)cc2)nc2ccccc12)N1CCOCC1 | ? | -5% | ? | / | -7% | -14%
O=C(CN1C(=O)CSc2ccccc21)Nc1ccc2c(c1)OCCO2 | / | 0% | 5% | 0% | 5% | 24%
Cc1onc(-c2ccccc2Cl)c1C(=O)Nc1cccc(S(=O)(=O)NC2=NCCC2)c1 | ? | -3% | 10% | / | -6% | 7%
CCCCn1c(N)c(C(=O)OCC2CCCO2)c2nc3ccccc3nc21 (centres undefined) | 9.3µM* | 2% | ? | 5% | -3% | 18%
c1ccc(-c2n[nH]c(-c3ccccc3)c2-c2nc3ccccc3[nH]2)cc1 | 2% | -12% | ? | 1% | -27% | 12%
COc1cccc(C2c3c(-c4ccccc4O)n[nH]c3C(=O)N2Cc2ccco2)c1 (centres undefined) | ? | 1% | 15% | -3% | 0% | -27%
C=CCNC1=C(Cl)C(=O)N(c2ccccc2Cl)C1=O | 3% | 0% | 30% | 2% | 45µM* | /
COc1ccc(CCNC(=S)NCc2ccc(Cl)c(Cl)c2)cc1OC | ? | 2% | -21% | 3% | 1% | 25%
C=CCC(=O)NC(C)c1cnn(-c2ccccc2C)c1C (centres undefined) | 0% | 5% | 12% | 3% | 0% | 12%
Cn1c(NNC(=O)c2cccc3ccccc23)cc(=O)n(C)c1=O | ? | -7% | -2% | 6% | 10% | ?
Cc1ccc(NC2c3ncccc3C(=O)N2Cc2cccs2)cc1C (centres undefined) | -22% | -5% | -11% | 5% | -5% | ?
CC(=O)Nc1cccc(-c2csc(Nc3cc(C)ccn3)n2)c1 | -18% | 3% | ? | 4% | -4% | -28%
O=C(NCc1nc2ccccc2[nH]1)c1ccco1 | 31%[activator] | 3% | 22% | 4% | -1% | 19%
